Assay outcomes (PubChem BioAssay)
EBI2 block: blocks human EBI2 receptor beta-arrestin signaling; inhibition, % at 5 µM; hit rate 0.81% among 360,000; EBI2 beta-arrestin recruitment, luminescence, 7a,25-OHC stimulated; in the data active means inhibition above about 38%;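 further: enzyme fragment complementation signal reports receptor beta-arrestin coupling in cells; 0% = agonist plus DMSO wells and 100% = wells without agonist; some results beyond the cut were filed as inactive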
Target sequence (P32249 whole entry, looked up, the tested form may be a part): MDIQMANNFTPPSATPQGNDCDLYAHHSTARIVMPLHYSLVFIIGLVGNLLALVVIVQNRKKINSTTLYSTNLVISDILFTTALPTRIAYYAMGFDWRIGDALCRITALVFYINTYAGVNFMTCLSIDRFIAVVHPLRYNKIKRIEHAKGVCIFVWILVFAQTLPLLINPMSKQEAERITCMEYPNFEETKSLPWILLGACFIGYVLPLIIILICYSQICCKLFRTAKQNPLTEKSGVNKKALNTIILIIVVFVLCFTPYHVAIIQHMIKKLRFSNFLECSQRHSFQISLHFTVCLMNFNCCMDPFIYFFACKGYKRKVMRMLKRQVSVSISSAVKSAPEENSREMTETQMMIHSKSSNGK
697 NFkB inh: inhibitors of the PMA/ionomycin-induced NF-kB reporter in 697 B cells | 697 B-cell NF-kB luciferase reporter, 16 h | inhibition, % at 4 µM | hit rate 0.33% among 330,000 | AID 435022; in the data active means inhibition above about 35%
Gli-Sufu antag: antagonists of Gli-Sufu signaling | Sufu-KO-LIGHT fibroblasts, Gli luciferase reporter luminescence | inhibition, % at 5 µM | hit rate 0.74% among 340,000;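 active means inhibition above about 55%, limit read from the data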;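 further: 0% = DMSO-treated cells and 100% = wells with medium but no cells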
UPR XBP1 act: activators of adaptive arm of unfolded protein response (XBP1). CHO-XBP1 luciferase reporter, IRE1-XBP1 UPR activation, luminescence; percent of tunicamycin response, DMSO as zero. hit rate 0.33% among 330,000. activation, % at 20 µM;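 active means versus positive control, 20 µM dose yields 30% or more activation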;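 further: 100% = tunicamycin at 10 µg/mL and 0% = DMSO only wells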
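Assay system: CHO-XBP1 luciferase reporter cells; Schedule: 6 h treatment, 37 °C; Detection: glow luminescence from Steady-Glo reagent; Benchmarks: high control tunicamycin 10 µg/mL final, low control DMSO vehicle only.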
CCR6 antag: antagonists of human CCR6 receptor | P51684 | inhibition, % at 20 µM | hit rate 0.49% among 340,000 | CHO-K1 CCR6 PathHunter beta-arrestin, luminescence, CCL20-stimulated;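 active means compounds whose inhibition of the agonist-driven luminescence signal at 20 µM reaches about 50%, limit read from the data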;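 further: cells stimulated with CCL20 at 14 nM final; plate controls were DMSO with CCL20 for no effect and DMSO without agonist for full effect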
Target sequence (P51684 whole entry, looked up): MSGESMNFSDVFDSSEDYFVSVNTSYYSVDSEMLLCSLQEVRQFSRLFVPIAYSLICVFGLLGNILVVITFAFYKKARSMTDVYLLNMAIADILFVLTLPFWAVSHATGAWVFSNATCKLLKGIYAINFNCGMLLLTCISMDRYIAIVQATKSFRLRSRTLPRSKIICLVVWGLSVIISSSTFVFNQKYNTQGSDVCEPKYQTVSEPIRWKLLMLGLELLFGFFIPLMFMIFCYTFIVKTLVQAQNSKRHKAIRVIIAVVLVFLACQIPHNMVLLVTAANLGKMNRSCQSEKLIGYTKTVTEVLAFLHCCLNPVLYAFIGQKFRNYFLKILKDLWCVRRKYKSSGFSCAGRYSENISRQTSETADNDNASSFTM
UPR CHOP act: apoptotic UPR (CHOP) activation | hit rate 0.34% among 330,000 | AID 449763 | activation, % at 10 µM | CHO-CHOP luciferase reporter, luminescence; percent of tunicamycin response over DMSO baseline;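 active means at 10 µM dose, activation of 40% or more, normalized to positive control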;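 further: 100% = tunicamycin at 10 µg/mL and 0% = DMSO alone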
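measured by = luciferase luminescence | assay system = CHO-CHOP cells, stable luciferase reporter of PERK-eIF2a-CHOP signalling | amount = 500 reporter cells seeded per well | timing = 6 h compound exposure at 37 °C after overnight seeding | controls = positive tunicamycin 10 µg/mL, negative DMSO alone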
Mdm2 MdmX PPI: disrupts the human Mdm2-MdmX interaction; SaOS-2 split-luciferase Mdm2/MdmX complementation, luminescence; inhibition, % at 8 µM; hit rate 3% among 330,000;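 active means inhibition of at least 50% at 8 µM in the primary screen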
Jurkat NFkB inh: inhibitors of the PMA/ionomycin-induced NF-kB reporter in Jurkat cells; PMA/ionomycin-induced NF-kB luciferase reporter, luminescence; inhibition, % at 4 µM; hit rate 0.53% among 330,000; in the data active means inhibition above about 50%
CXCR6 inh: blocks human CXCR6 beta-arrestin recruitment; hit rate 0.36% among 360,000; AID 602244; CHO-K1 PathHunter CXCR6 beta-arrestin, luminescence; O00574; inhibition, % at 20 µM; in the data active means inhibition above about 34%, passing the limit was not always enough;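 further: antagonist mode with CXCL16 agonist at 10 nM final; 0% = 10 nM CXCL16 with DMSO and 100% = unstimulated wells without agonist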
Target sequence (O00574 whole entry, looked up): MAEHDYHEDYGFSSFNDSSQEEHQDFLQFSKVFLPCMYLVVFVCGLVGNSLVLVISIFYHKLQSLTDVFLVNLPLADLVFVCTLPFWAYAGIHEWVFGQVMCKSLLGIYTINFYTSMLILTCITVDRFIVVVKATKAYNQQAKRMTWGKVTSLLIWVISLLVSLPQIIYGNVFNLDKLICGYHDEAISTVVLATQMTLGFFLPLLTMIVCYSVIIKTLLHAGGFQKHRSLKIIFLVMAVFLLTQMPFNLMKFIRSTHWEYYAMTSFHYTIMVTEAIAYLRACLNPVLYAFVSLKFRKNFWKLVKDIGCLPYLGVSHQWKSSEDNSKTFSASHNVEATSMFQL
An asterisk follows results filed as active; . = not tested or not shown; & = joins results of further samples.

1: Cc1cccc(NC(=S)N(c2ccccc2)C(C)C)c1C
2: O=[N+]([O-])c1cccnc1SCc1ccccc1
3: Cc1cc(C)nc(NN2C(=O)/C(=C/c3ccc(O)cc3)SC2=S)n1
4: NS(=O)(=O)c1ccc(O)c(NC(=O)c2ccc([N+](=O)[O-])cc2)c1
5: CCOC(=O)CCc1c(C)c(C#N)c2nc3ccccc3n2c1-n1cnc2ccccc21
6: CCOC(=O)CCCCCC(=O)Nc1ccc2c(c1)C(=O)N([C@H](C)CO)C[C@@H](C)[C@H](CN(C)Cc1ccc3c(c1)OCO3)O2
7: COC(=O)c1nn(-c2ccc(OC)cc2)ccc1=O
8: CC1(C)Cc2cccc(OCC(=O)N3CCN(c4ccccc4)CC3)c2O1
9: CCOc1nc(-c2ccc(OC)cc2)ccc1-c1noc(-c2cc(OC)c(OC)c(OC)c2)n1
10: CCCn1c(CCC(=O)O)nc2cc(S(N)(=O)=O)ccc21
screen / no.	1	2	3	4	5	6	7	8	9	10
EBI2 block	4	0	3	1	6	0	-10	-11	49*	-10
697 NFkB inh	1	-5	9	8	-36	24	-4	-15	-20	9
Gli-Sufu antag	6	.	56*	-27	9	-29	4	5	4	5
UPR XBP1 act	-4	1	1	-3	1	-3	-4	-1	-2	1
CCR6 antag	11	10	41	4	-1	3	9	-5	2	-7
UPR CHOP act	-1.2	2.7	-0.3	-2.8	-0.9	-0.5	1.5	3.1	-1.2	0.8
Mdm2 MdmX PPI	21	15	9	5	-9	15	-17	15	21	-8
Jurkat NFkB inh	-13	-9	-13	1	-8	-4	-13	-13	-12	5
CXCR6 inh	2	3	23	19	0	9	9	3	-6	-2

11: O=c1ccc2cc(S(=O)(=O)N3CCN(c4ccccc4)CC3)ccc2[nH]1
12: COc1ccc(OCCn2cnc(Cl)c2Cl)cc1
13: NNC(=O)C1CC1c1ccc(Cl)cc1 (stereo not drawn)
14: CCOC(=O)[C@@H]1[C@H]2COc3ccccc3[C@@H]2N2C(=O)N(c3cccc(C)c3)C(=O)[C@]12C
15: Cc1cc(C)cc(N2C(=O)CC(n3nc(C)cc3C)C2=O)c1 (stereo not drawn)
16: Cc1ccc(Nc2nc3c(c(=O)[nH]2)CCCC3)cc1
17: Cc1cc(N2C(=O)C(O)=C(C(=O)c3ccco3)C2c2cccc(Oc3ccccc3)c2)no1 (stereo not drawn)
18: COc1cc(NC(=O)Cn2ncc(Cl)c(Cl)c2=O)c(C)cc1[N+](=O)[O-]
19: CN1CCN(S(=O)(=O)c2cccc(C(=O)Nc3cc(C(F)(F)F)ccc3N3CCCCC3)c2)CC1
20: COCCOC(=O)c1c(C)n(C)c2ccc(OC(=O)c3c(OC)cccc3OC)cc12
screen / no.	11	12	13	14	15	16	17	18	19	20
EBI2 block	-4	0	-2	5	-26	1	-6	20	2	-24
697 NFkB inh	-4	-16	-8	27	9	-26	-23	.	-34	-6
Gli-Sufu antag	0	13	0	2	2	-38	3	10	12	10
UPR XBP1 act	2	1	-1	-1	-1	-1	-1	.	6	1
CCR6 antag	-1	0	-2	14	0	3	17	36	9	-3
UPR CHOP act	-3.0	1.4	0.0	0.1	-0.9	1.5	1.3	.	0.6	1.3
Mdm2 MdmX PPI	-18	-30	-10	11	15	-36	8	.	25	32
Jurkat NFkB inh	-7	-7	-8	16	-3	-38	-13	.	-19	-15
CXCR6 inh	-6	-2	-4	5	-1	5	10	34	6	10

21: CCn1nnnc1NC(=O)c1cc(OC)c(OC)c(OC)c1
22: CCOC(=O)c1ccccc1NC(=O)COc1coc(CN2CCc3ccccc32)cc1=O
23: COC(=O)Cc1ccc(Oc2ncc(C(F)(F)F)cc2Cl)cc1
24: Cn1nc(-c2ccccc2)c(CO)c1Oc1cccc(C(F)(F)F)c1
25: O=C(CCNC(=O)c1ccc(Cl)cc1)NCc1cccc(C(F)(F)F)c1
26: CS(=O)(=O)c1cccc(C(=O)N(CCc2ccccc2)Cc2cccs2)c1
27: CC(=O)c1ccc(NC(=O)CN2C(=O)/C(=C/C=C/c3ccccc3)SC2=S)cc1
28: COc1ccc(N2CCOCC2)c(NC(=O)c2cccs2)c1
29: CC(=O)c1sccc1NC(=O)c1ccccc1C(=O)O
30: COc1ccc2[nH]c(C(=O)N3CCNCC3)cc2c1OC
screen / no.	21	22	23	24	25	26	27	28	29	30
EBI2 block	-5	21	4	-3	-3	10	12	0	-14	15
697 NFkB inh	2	1	8	11	8	4	11	-18	10	-3
Gli-Sufu antag	-2	12	-2	7	-9	1	-5	-6	-1	27
UPR XBP1 act	-2	7	4	0	-1	-6	0	-7	-3	1
CCR6 antag	-10	11	10	4	1	15	12	7	6	10
UPR CHOP act	-0.6	1.2	-1.2	0.7	-1.5	0.9	0.8	1.6	1.3	-0.4
Mdm2 MdmX PPI	15	41	15	-21	10	6	1	29	8	2
Jurkat NFkB inh	-27	12	11	4	2	-2	13	-1	-3	-12
CXCR6 inh	1	9	12	-9	-1	4	10	2	0	-6

31: CC(=O)Nc1cc2c(=O)n(Cc3ccccc3)c(C)nc2cc1N1CCOCC1
32: CCc1nc2ccc(C(=O)N(C)CC(=O)Nc3ccc(Cl)c(C(F)(F)F)c3)cc2nc1CC
33: O=C(N1CCOCC1)N1CCN(c2ccc(F)cc2)CC1
34: O=C1C(Cl)=C(N2CCOCC2)C(=O)N1CCc1ccccc1
35: CCN1CCN(CC(=O)Nc2cc(C(F)(F)F)ccc2OCCOC)CC1
36: COc1ccc(C2CC(c3cccs3)=Nc3ccccc3S2)cc1OC (stereo not drawn)
37: O=C1NCCCC1C(=O)N1CCCCC1 (stereo not drawn)
38: N#C/C(=C/c1ccc(N2CCOCC2)o1)C(=O)Nc1ccccc1
39: CC(=O)c1cccc(NC(=O)CCn2c(=S)oc3ccccc32)c1
40: CC(=O)c1ccc(OCC(=O)NC2CCCN(Cc3ccccc3F)C2)cc1 (stereo not drawn)
screen / no.	31	32	33	34	35	36	37	38	39	40
EBI2 block	4	-42	3	2	-7	2	-13	7	-2	-3
697 NFkB inh	15	1	-3	-59	-6	-12	1	.	9	-60
Gli-Sufu antag	-9	-7	4	-5	2	-10	0	-94	-8	-10
UPR XBP1 act	3	-3	1	0	0	2	5	.	0	4
CCR6 antag	8	4	-7	17	-14	5	-1	19	5	4
UPR CHOP act	4.4	-2.3	-0.1	1.4	-2.1	2.4	-0.9	.	0.6	-0.8
Mdm2 MdmX PPI	8	26	0	-85	0	-17	1	.	42	-3
Jurkat NFkB inh	-3	0	3	-88	0	-22	2	.	9	11
CXCR6 inh	-4	-6	8	-3	6	0	-3	6	0	9

Reprinted at random: 3 entries already listed, in no set order.
39: CC(=O)c1cccc(NC(=O)CCn2c(=S)oc3ccccc32)c1
35: CCN1CCN(CC(=O)Nc2cc(C(F)(F)F)ccc2OCCOC)CC1
40: CC(=O)c1ccc(OCC(=O)NC2CCCN(Cc3ccccc3F)C2)cc1 (stereo not drawn)
screen / no.	39	35	40
EBI2 block	-2	-7	-3
697 NFkB inh	9	-6	-60
Gli-Sufu antag	-8	2	-10
UPR XBP1 act	0	0	4
CCR6 antag	5	-14	4
UPR CHOP act	0.6	-2.1	-0.8
Mdm2 MdmX PPI	42	0	-3
Jurkat NFkB inh	9	0	11
CXCR6 inh	0	6	9

Further structures
41: COc1ccc(C(=O)N/N=C/c2ccc3cccc(OCc4ccccc4)c3n2)cc1
42: CCC(C)(C)c1ccc(Oc2ccc(N)cc2)cc1
43: CC(Oc1ccc2c(-c3ccccc3)cc(=O)oc2c1)C(=O)NCC1CCC(C(=O)O)CC1 (stereo not drawn)
44: COCc1cc(C)[nH]c(=O)c1C#N
45: N#Cc1nc(COc2ccccc2)oc1N1CCC(Cc2ccccc2)CC1
46: O=C(c1cc(F)ccc1F)C1CCCN(C(=O)c2ccco2)C1 (stereo not drawn)
47: CCCOc1ccc(C(=O)CCN2CCCCC2)cc1
48: Brc1ccc(/C=N/Nc2ccccc2)cc1
49: COc1ccc(OC)c(Nc2cc(C)c3ccccc3n2)c1
50: COc1ccc(C(CC(=O)N2CCCCC2)NC(=O)C(F)(F)F)cc1 (stereo not drawn)
screen / no.	41	42	43	44	45	46	47	48	49	50
EBI2 block	11	22	-3&3	7	70*	-11	-1	6	-3	1
697 NFkB inh	-25	.	21	9	0	10	25	17	-11	12
Gli-Sufu antag	-6	74*	-5&4	2	7	-1	13	-41	.	0
UPR XBP1 act	5	.	-3	-3	-2	0	0	3	-5	-1
CCR6 antag	-15	21	-10&6	8	13	10	-29	23	1	-5
UPR CHOP act	4.6	.	-1.4	-2.3	1.5	-2.2	5.1	8.0	-1.3	1.4
Mdm2 MdmX PPI	59*	.	8	13	-19	12	19	-16	-13	28
Jurkat NFkB inh	-1	.	13	2	11	3	1	10	31	9
CXCR6 inh	13	-6	2&-3	7	12	3	6	14	-5	-10

51: COc1ccc(NC(=O)C2CCC(CNS(=O)(=O)c3cccs3)CC2)cc1 (stereo not drawn)
52: Cc1cccc(N(CC(=O)N/N=C/c2ccccc2C(=O)O)S(C)(=O)=O)c1C
53: CCOC(=O)Cn1c(=O)n(CC(=O)OCC)c2ccccc21
54: Brc1ccc(-c2nc3ncccn3c2Nc2ccc3c(c2)OCCO3)o1
55: CCN(C(=O)CN1CCCCC1C)c1c(N)n(Cc2ccccc2)c(=O)[nH]c1=O (stereo not drawn)
56: CCC1CCCCN1CCCNC(=O)C1CCCN(S(=O)(=O)N2CC(C)CC(C)C2)C1 (stereo not drawn)
57: COc1cc(C#N)ccc1OCC(=O)Nc1ccc(C)c(S(=O)(=O)N2CCOCC2)c1
58: CCOc1cc(C2Nc3ccccc3C(=O)N2c2ccccc2)c(Br)cc1OCC(=O)O (stereo not drawn)
screen / no.	51	52	53	54	55	56	57	58
EBI2 block	47*	-15	-1	-2	-5	-6	-5	-5
697 NFkB inh	8	23	7	-3	19	-11	13	17
Gli-Sufu antag	0	-4	4	-1	5	7	5	-13
UPR XBP1 act	-3	2	1	0	-3	0	-3	-1
CCR6 antag	14	-2	10	6	8	3	6	14
UPR CHOP act	4.5	-0.4	9.3	-1.2	0.4	0.8	-0.9	0.1
Mdm2 MdmX PPI	12	19	5	14	11	12	24	-3
Jurkat NFkB inh	12	9	-1	-3	1	19	5	8
CXCR6 inh	-12	6	-4	3	-2	-10	-2	-8

Structures listed so far containing a CF3 group, in the order listed:
19: CN1CCN(S(=O)(=O)c2cccc(C(=O)Nc3cc(C(F)(F)F)ccc3N3CCCCC3)c2)CC1
23: COC(=O)Cc1ccc(Oc2ncc(C(F)(F)F)cc2Cl)cc1
24: Cn1nc(-c2ccccc2)c(CO)c1Oc1cccc(C(F)(F)F)c1
25: O=C(CCNC(=O)c1ccc(Cl)cc1)NCc1cccc(C(F)(F)F)c1
32: CCc1nc2ccc(C(=O)N(C)CC(=O)Nc3ccc(Cl)c(C(F)(F)F)c3)cc2nc1CC
35: CCN1CCN(CC(=O)Nc2cc(C(F)(F)F)ccc2OCCOC)CC1
50: COc1ccc(C(CC(=O)N2CCCCC2)NC(=O)C(F)(F)F)cc1 (stereo not drawn)
screen / no.	19	23	24	25	32	35	50
EBI2 block	2	4	-3	-3	-42	-7	1
697 NFkB inh	-34	8	11	8	1	-6	12
Gli-Sufu antag	12	-2	7	-9	-7	2	0
UPR XBP1 act	6	4	0	-1	-3	0	-1
CCR6 antag	9	10	4	1	4	-14	-5
UPR CHOP act	0.6	-1.2	0.7	-1.5	-2.3	-2.1	1.4
Mdm2 MdmX PPI	25	15	-21	10	26	0	28
Jurkat NFkB inh	-19	11	4	2	0	0	9
CXCR6 inh	6	12	-9	-1	-6	6	-10
